Pf growth 96h: Primary qHTS for delayed death inhibitors of the malarial parasite plastid, 96 hour incubation; P. falciparum luciferase reporter growth, 96 h; Potency, µM (highest dose often 28.7 µM), for inactives: top-dose activity change, negative = inhibition, actives largely listed as inhibitors; hit rate 6.9% among 320,000; AID 504834, 2011; also: potency is read from the fitted curve at half-maximal effect; % is scaled to controls: 0 for no effect and ±100 for the full control effect
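Two-generation exposure (96 h) targets delayed-death phenotype. Reporter parasites carrying integrated firefly luciferase, in red cells at 2% hematocrit and 0.05% parasitemia final, kept at 37 C, 5% CO2; luminescence loss indicates inhibition.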
Pf growth 48h: Primary qHTS for delayed death inhibitors of the malarial parasite plastid, 48 hour incubation; P. falciparum luciferase growth in erythrocytes, 48 h; Potency, µM (doses to about 28.7 µM), for the others: top-dose activity change, negative = inhibition, usual class: inhibitors; hit rate 5.9% among 310,000; also: potency is read from the fitted curve at half-maximal effect; % is scaled to controls: 0 for no effect and ±100 for the full control effect
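Here the parasites carry a stable luciferase gene and grow inside erythrocytes in Albumax-based RPMI medium with compound for one erythrocytic cycle. Activity is scored as loss of luminescent signal.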
HCV inh: qHTS Assay for Inhibitors of Hepatitis C Virus (HCV). Huh7.5.1 HCVcc-Cre infection, luciferase reporter, 44 h. Potency, µM (highest dose often 41.8 µM), without a hit: at the highest dose activity change, negative = inhibition, actives largely listed as inhibitors. hit rate 3.4% among 340,000. AID 651820, 2012; also: potency is read from the fitted curve at half-maximal effect; % is scaled to controls: 0 for no effect and ±100 for the full control effect
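Luciferase read-out (15 sec integration) after a 15 min room-temperature substrate step quantifies HCVcc-Cre infection. Cells, 1,000 per well, had compound added 4 h post-plating, then virus at ~0.5 moi, and were cultured 44 h.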
Cycloheximide cs: Cycloheximide Counterscreen for Small Molecule Inhibitors of Shiga Toxin; cell reporter, cycloheximide protein synthesis inhibition counterscreen; max response, %; hit rate 12% among 300,000; in the data active = max response mostly above about 13%, no sharp cut-off; inactive = mostly below about 14%; also: read at 38.3 µM for the half of the compounds with a filed dose; 0% is about no effect
FBPA Giardia inh: qHTS Assay for Inhibitors of Fructose-1,6-bisphosphate Aldolase from Giardia Lamblia; purified Giardia FBPA; Potency, µM (doses to about 59.6 µM), inactives show top-dose activity, negative = inhibition, most hits filed as inhibitors; AID 2451, 2010; A8B2U2; hit rate 0.71% among 290,000; also: potency is read from the fitted curve at half-maximal effect; % is scaled to controls: 0 for no effect and ±100 for the full control effect; nearly all actives have a fitted effect of over 55% in size
Target sequence (A8B2U2 whole entry, looked up): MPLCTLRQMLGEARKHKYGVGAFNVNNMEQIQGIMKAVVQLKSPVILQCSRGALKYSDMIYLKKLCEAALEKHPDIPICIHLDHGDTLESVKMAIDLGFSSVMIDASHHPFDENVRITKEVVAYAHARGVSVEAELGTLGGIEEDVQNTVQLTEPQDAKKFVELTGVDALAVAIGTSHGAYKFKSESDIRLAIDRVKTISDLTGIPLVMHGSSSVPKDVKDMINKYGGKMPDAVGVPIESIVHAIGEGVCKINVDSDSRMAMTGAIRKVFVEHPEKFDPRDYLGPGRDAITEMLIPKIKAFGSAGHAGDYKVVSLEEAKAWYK
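Giardia FBPA (40 nM reagent) was preincubated 10 min at RT with compound (up to 57.5 uM final), then substrate plus GAPDH/TPI/NAD/arsenate coupling system with diaphorase/resazurin was added; resorufin fluorescence (525/598 nm) was read after 20 min.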
Shiga toxin inh: A qHTS for Small Molecule Inhibitors of Shiga Toxin; Vero cells, Shiga toxin protein synthesis inhibition reporter; inhibition, % at 38.7 µM; hit rate 9.2% among 290,000; AID 2315, 2010; in the data active = inhibition mostly above about 28%, no sharp cut-off; inactive = mostly below about 43%; also: 0% is about no effect
The depositor's hits bear a star; ? = inconclusive; nt = no result given; & = joins results of further samples; [ ] = another dose, or the depositor's remark. Unless noted, calls follow the shape of the dose curve; as a rule, active = well fitted curve in the direction sought with a large enough effect; inconclusive = small, poorly fitted or top-dose-only effect, or another doubt; inactive = no such curve, though single readings can be large; an effect the other way counts as inactive or inconclusive.

Under each structure – Pf growth 96h	Pf growth 48h	HCV inh	Cycloheximide cs	FBPA Giardia inh	Shiga toxin inh
> CCCCC(CC)C(=O)NCc1ccc(F)cc1 (stereo unspecified)
    -10%	1%	5%	-3	3%	-3
> CCOc1cc(C(=S)N2CCC(O)CC2)ccc1OS(=O)(=O)c1ccc(Br)cc1
    ?	nt	?	9	4%	24
> CCC1Oc2ccccc2N(CC(=O)NCC2CCCO2)C1=O (stereo unspecified)
    13%	15%	5%	-1	0%	-14
> COc1ccc(C(=O)OCC(=O)N2CC(=O)Nc3ccccc32)cc1Br
    ?	2%	12%	nt	nt	nt
> COC(=O)c1c(-c2cccnc2)csc1NC(=O)c1ccc2c(c1)OCO2
    ?	132%[activator]	-20%	37*	-1%	70*
> Cc1ccc(-c2nnc(Nc3ccc(CC(N)=O)cc3)c3ccccc23)cc1S(N)(=O)=O
    39%[activator]	0%[0.00184 µM]	12%	-1	-9%	-6
> O=C(CN1C(=O)c2cccc3cccc1c23)Nc1ccc2c(c1)OCO2
    ?	-3%	6%	-3	-5%	-15
> O=C(Nc1nc2ccccc2s1)c1ccccc1
    nt	nt	?	28*	-6%	91*
> CC(=O)Nc1ccc(S(=O)(=O)NCCC(=O)OCCN2C(=O)c3ccccc3C2=O)cc1
    5%	16%	29%	1	1%	-13
> COc1ccc(-c2nc3c(c(SCC(=O)Nc4cccc(O)c4)n2)Cc2c(CO)cnc(C)c2O3)cc1
    4%	9.3µM*	?	8	-8%	-2
> CCOC(=O)c1cc2c(nc1C)-c1cc(Cl)cc(Cl)c1OC2O (stereo unspecified)
    4.7µM*	6.6µM*	-23%	-1	2%	-8
> O=c1c2cc(-c3ccccc3)sc2ncn1/N=C/c1ccco1
    31%[activator]	131%[activator]	?	37*	0%	83
> COC(=O)[C@@]12CCCCN1[C@H](c1ccc(-c3ccc(C(C)=O)cc3)c(OC)c1)[C@@H]1C(=O)N(C)C(=O)[C@@H]12
    ?	8.3µM*	-12%	nt	nt	nt
> CCN1C(=O)C2C(c3cccc(F)c3)NC(C)(C(=O)OC)C2C1=O (stereo unspecified)
    -23%	4%	-1%	-3	-3%	-3
> COc1ccc(C(=O)CSc2ncnc3nc[nH]c23)cc1
    13%	-1%	-20%	3	-23%	14

Random excerpt: four compounds from above
Under each structure – Pf growth 96h	Pf growth 48h	HCV inh	Cycloheximide cs	FBPA Giardia inh	Shiga toxin inh
> COc1ccc(C(=O)CSc2ncnc3nc[nH]c23)cc1
    13%	-1%	-20%	3	-23%	14
> O=C(Nc1nc2ccccc2s1)c1ccccc1
    nt	nt	?	28*	-6%	91*
> Cc1ccc(-c2nnc(Nc3ccc(CC(N)=O)cc3)c3ccccc23)cc1S(N)(=O)=O
    39%[activator]	0%[0.00184 µM]	12%	-1	-9%	-6
> COC(=O)[C@@]12CCCCN1[C@H](c1ccc(-c3ccc(C(C)=O)cc3)c(OC)c1)[C@@H]1C(=O)N(C)C(=O)[C@@H]12
    ?	8.3µM*	-12%	nt	nt	nt

(further entries)
Under each structure – Pf growth 96h	Pf growth 48h	HCV inh	Cycloheximide cs	FBPA Giardia inh	Shiga toxin inh
> CCOc1ccc(OCC)c(S(=O)(=O)n2cc(C)nc2CC)c1
    ?	?	-9%	3	-1%	-9
> COc1ccc(CC(=O)Nc2cccc(C(C)=O)c2)cc1S(=O)(=O)N1CCOCC1
    -19%	-13%	-5%	nt	nt	nt
> C/C(CCc1ccc2c(c1)OCO2)=N\N=C1\NC(=O)CC(C(=O)Nc2ccccc2)S1 (stereo unspecified)
    ?	42%[activator]	-1%	-1	1%	10
> COC(=O)Cc1ccc(NC(=S)Nc2ccccn2)cc1
    -9%[5.75 µM]	7%	-23%	31*	-15%	74*
> CN1CCN(S(=O)(=O)c2ccc(-c3noc(C4CCN(S(C)(=O)=O)CC4)n3)cc2)CC1
    124%[activator]	-6%	14%&-28%	9	-3%	-22
> CCOC(=O)c1c(NC(=O)CCS(=O)(=O)c2ccccc2)sc2c1CCN(C(C)C)C2
    ?	?	-8%	8	-8%	-3
> Fc1ccccc1N1CCN(CC2CC3C=CC2C3)CC1 (stereo unspecified)
    47%[activator]	nt	19%	-2	-13%	-16
> Cc1cccc(C)c1OCC(O)CNC(C)(C)C (stereo unspecified)
    ?	-1%	9%	-4	-2%	-13
> COc1ccc(OC)c(NC(=O)c2cnc(Nc3ccccc3OC)c3ccccc23)c1
    17%	10µM*	?	-5	-5%	-3
> C=CCc1c(C)nc2cc(-c3ccc(C)cc3)[nH]n2c1=O
    0%	67%[activator]	-21%	54*	-25%	72*
> O=C(NN1CCCCC1)c1cccc(COc2ccc(Cl)cc2)c1
    170%[activator]	138%[activator]	?	76*	0%	90*
> COC(=O)c1cc(NS(=O)(=O)c2ccc(N3CCCCC3)c([N+](=O)[O-])c2)cc(C(=O)OC)c1
    272%[activator]	-6%	3%	10	7%	33
> OCCn1ccc(-c2ccccc2OCc2ccc(F)cc2)n1
    ?	?	12%	-4	11%	-7
> O=C(/C=C\N1CCOCC1)c1ccc(Br)cc1
    ?	32%[activator]	4%	27*	-5%	34*
> O=C1OC(N2C(=O)CC[C@H]2C(=O)Nc2ccc3c(c2)OCO3)c2ccccc21 (stereo partly specified)
    66%[activator]	8%	0.89µM*	-3	-5%	1
> CC1CCN(C(=O)c2cc3nc(C4CC4)cc(C(F)(F)F)n3n2)CC1
    10%	?	2%	2	1%	-1
> Cc1ccc(C(=O)COC(=O)CCN2C(=O)C3C4CC(C(Br)C4Br)C3C2=O)cc1 (stereo unspecified)
    13%	12%	32%[activator]	-2	4%	27
> Cc1cc(C)n2nc(SCC(=O)Nc3ccccc3F)nc2n1
    -20%	-12%	5%	nt	nt	nt
> COc1ccc(C)cc1C(=O)CCC(=O)NC1CCCCC1
    2%	-8%	1%	10	6%	-8
> Cc1ccc(Cn2cc(/C=N/NC(=O)Cc3nnc(NC(=O)c4ccc(C)cc4)s3)c3ccccc32)cc1
    -10%	54%[activator]	-15%	12	7%	59
> CCCc1nn(C)c(C(=O)Nc2ccc(C)c(C)c2)c1Cl
    52%[activator]	70%[activator]	7%	32*	0%	92*
> Oc1ccc(Nc2nc(-c3ccc(Cl)cc3)cs2)cc1
    nt	nt	nt	47*	-11%&-8%	110*
> CC(=O)N1CCC(N(CCN2CCOCC2)C(=S)Nc2cccc(C)c2)CC1
    -9%	-9%	6%	-1	-12%	-2
> CN1CCN(S(=O)C23CC4CC(CC(C4)C2)C3)CC1 (stereo unspecified)
    nt	-17%	-1%	-4	4%	-3
> O=C(Cc1ncon1)Nc1ccc(F)c(F)c1F
    -19%	16%	-1%	1	2%	-2
> COc1cccc2c1OCC(CN1CCN(C3CCCCC3)C(CCO)C1)=C2 (stereo unspecified)
    ?	-21%	-4%	7	-1%	8
> CN(CCO)C1=CC(=O)CC(C)(C)C1
    25%	26%	27%	-1	-2%	3
> CN(CC(=O)Nc1cccc(F)c1)C(=O)c1cc(-c2ccco2)nc2ccccc12
    ?	?	23%	nt	nt	nt
> CC1CCCN(CC(=O)c2ccc(Cl)c(Cl)c2)C1 (stereo unspecified)
    ?	?	7%	1	1%	-2
> O=C1CCC(C(=O)O)N1 (stereo unspecified)
    33%[activator]	26%	3%	-3	13%	-4
> C#CCOCCOCCOCCNc1nc(N2CCN(C(=O)CCCCCCCCCCNC(=O)[C@H](CCCCN)n3cc(CCCC(=O)O)nn3)CC2)nc(N2CCN(C(=O)CCCCCCCCCCNC(=O)[C@H](CCCCN)n3cc(CCCC(=O)O)nn3)CC2)n1
    ?	?	?	nt	nt	nt
> COc1ccc(F)cc1S(=O)(=O)NCC(c1ccc2c(c1)OCO2)N1CCN(C)CC1 (stereo unspecified)
    -9%	0%	?	nt	nt	nt
> CC(=O)N1CCC(C(=O)OCc2ccccc2F)(c2ccccc2)CC1
    0%	7%	-14%	-2	4%	36
> COc1ccc(NC(=O)c2ccsc2NC(C)=O)cc1
    181%[activator]	126%[activator]	-3%	9	-19%	42
> S=C(NCCSCc1ccc(Cl)cc1Cl)Nc1ccccc1
    ?	?	?	-2	-1%	-3
> COc1ccc(NC(=O)CN2CCC(C)CC2)c([N+](=O)[O-])c1
    82%[activator]	65%[activator]	-17%	22*	4%	33
> O=C1CCCN1c1ccc(S(=O)(=O)Nc2ccc3c(c2)OCCO3)cc1
    14%	?	?	-2	10%	-13
> CCCCCCCC(=O)NN1CCOCC1
    74%[activator]	27%	0%	2	-13%	3
> c1ccc2nc(-c3ccc(-n4ccnc4)cc3)ccc2c1
    -34%	-70%	?	35*	9%	61*
> COc1ccc(C2CC(c3cccs3)=NN2C(=O)CSc2nc3c(cnn3-c3ccccc3)c(=O)[nH]2)cc1 (stereo unspecified)
    ?	?	5%	-2	11%	-14
> O=C(Cc1ccc(F)cc1)N/N=C/c1ccncc1
    -2%	12%	4%	-1	3%	-1
> Cn1nc(-c2ccccc2)cc1NS(=O)(=O)c1ccccc1
    73%[activator]	0%	22%	-3	?	20
> O=C(NC1CCCCC1)c1ccc(S(=O)(=O)NCc2cccnc2)cc1
    nt	-12%	-22%	-2	-1%	16
> CCOC(=O)Cc1csc(NC(=S)NC(=O)c2ccccc2Br)n1
    -26%	23%	-2%	20*	7%	14
> COc1ccc(C(=O)C2CCCN(C3Cc4ccccc4C3)C2)c(OC)c1 (stereo unspecified)
    -12%	23%	?	24*	-1%	74*
> COCCNC(=O)CN1CCC(NC(=O)Nc2ccccc2)CC1
    nt	6%	7%	2	10%	17
> O=C(NCCNc1ccc([N+](=O)[O-])cc1)c1ccco1
    ?	-1%	7%	3	1%	0
> O=C(c1ccc(CN2CCc3ccccc3C2)cc1)N1CCCCC1
    219%[activator]	?	-7%	-3	-22%	20
> COc1ccc2cnn(-c3ccccc3)c(=O)c2c1OC
    -13%	14%	-3%	10	5%	14
> CCOC(=O)CS(=O)(=O)c1ccc2ccccc2c1
    29%	4%	-8%	-3	-1%	-7
> Cc1ccccc1-c1nc(CS(=O)(=O)CC(=O)NCc2ccccc2)c(C)o1
    -4%	7%	-13%	-4	9%	8
> COc1ccc(C(=O)NCc2ccon2)cc1OC1CCN(C(C)C)CC1
    -28%	24%	11%	-3	-1%	2
> Cc1cccc(-n2ncc3c(NCCCn4ccnc4)ncnc32)c1
    ?	?	-19%	62*	-4%	74*
> COCCOC(=O)C1=C(C)NC(=O)NC1c1c(F)cccc1Cl (stereo unspecified)
    341%[activator]	25%	-3%	-5	0%	-4
> COc1ccc(NC(=O)COC(=O)Cc2c[nH]c3ccccc23)cc1OC
    21%	0%	7%	-3	-3%	13
> O=C(COC(=O)/C=C/c1ccc(F)cc1)NCc1cccs1
    26%	13%	36%[activator]	nt	nt	nt
> C[C@]12C=CC(=O)C=C1CC[C@@H]1[C@@H]2[C@@H](O)C[C@@]2(C)[C@H]1CC[C@]2(O)C(=O)COC(=O)CCC(=O)NCCc1ccc(O)cc1
    -26%	?	17%	6	6%	13
> CCC(NC(=O)c1ccncc1)c1ccccc1 (stereo unspecified)
    15µM*	2%	0%	1	5%	-13
> O=C(NCc1ccco1)c1cc(-c2cccs2)nc2ccccc12
    19µM*	?	?	13*	2%	14
> CCOc1ccccc1CN1CCN(Cc2ccc(C)o2)C(CCO)C1 (stereo unspecified)
    ?	-3%	0%	1	6%	6
> CC1(C)Cc2c(C#N)c(SCC(=O)c3ccccc3)nc(N3CCOCC3)c2CO1
    ?	?	?	5	-10%	30
> Cc1ccccc1N1C(=O)NC(=O)/C(=C\c2cc(C)n(C)c2C)C1=O
    10%	-13%	20%	-2	-1%	-25

Screening data as filed in PubChem BioAssay.
